# TIM10 inh: growth inhibitors of TIM10 yeast strain. actives 1.4% (n = 330,000). AID 463195. S. cerevisiae TIM10 strain growth, BacTiter-Glo luminescence, 24 h. inhibition, % at 10 µM;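 active = inhibition of 40% or more at the single tested concentration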;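 also: wild-type TIM10 isogenic control strain grown at permissive 25 °C; 0% = DMSO yeast wells and 100% = minimal medium wells without yeast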
# NLRP3 yeast inh: blocks the NALP3 inflammasome reconstituted in yeast | Yeast reconstituted NLRP3/ASC/caspase-1, beta-gal luminescence, 24 h | inhibition, % at 10 µM | actives 0.39% (n = 330,000);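 active = inhibition of 50% or more; inactive = inhibition below 50%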;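 also: plate controls were induced DMSO wells for no effect and uninduced yeast grown without galactose for full effect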
# hIAP activ: human IAP activation. purified human IAP, CDP-Star luminescence, 30 min; stronger effect = higher value; 1 = vehicle-only enzyme, 0 = enzyme-free background. activation factor at 10 µM. actives 0.16% (n = 330,000);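 active = activation factor of the enzyme at least 2-fold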; also: the source names both 10 and 20 µM as test concentration; values of inactives mirror those of a sister screen read the other way
# tim10-1 inh: growth inhibitors of tim10-1 mutant yeast; actives 2.2% (n = 330,000); inhibition, % at 20 µM; S. cerevisiae tim10-1 ts strain growth, BacTiter-Glo, 24 h; AID 463190;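 active = inhibition of at least 40%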;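 also: mutant grown at 25 °C; 0% = DMSO wells with yeast and 100% = wells holding no yeast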
# hIAP inh: blocks human intestinal alkaline phosphatase; purified IAP, CDP-Star luminescence, 30 min; inhibition, % at 10 µM; actives 0.12% (n = 330,000);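 active = inhibition reaching a set limit with compound at 10 µM in the primary screen, cut at about 35% in these data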;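 also: plate controls were DMSO wells with enzyme for no effect and no-enzyme buffer wells for full effect; values of inactives mirror those of a sister screen read the other way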
# mIAP act: mouse IAP activation; activation factor at 10 µM; muIAP, CDP-Star luminescence, 30 min; stronger effect = higher value; 1 = vehicle-only enzyme signal, 0 = enzyme-free wells; actives 0.24% (n = 330,000); AID 2805;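 active = activation factor of at least 2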; also: the source names both 10 and 20 µM as test concentration; values of inactives mirror those of a sister screen read the other way
#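 Assay system: mouse IAP enzyme / Compound: DMSO-dissolved test compounds / Timing: 30 min, room temperature / Measured by: luminescence from enzymatic CDP-Star hydrolysis / Control set: DMSO-only wells, enzyme-free buffer wells as negative control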
# ATG4B inhibitor: blocks human ATG4B protease cleavage of LC3 substrate; ATG4B cleavage of LC3-PLA2, NBD-HPC fluorescence, 1 h; actives 0.51% (n = 340,000); Q9Y4P1; inhibition, % at 8.33 µM; in the data active = inhibition above about 40%
# mIAP block: mouse IAP inhibition; purified mouse IAP, CDP-Star luminescence, 30 min; inhibition, % at 10 µM; actives 0.2% (n = 330,000); AID 2806;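 active = inhibition of at least 40% at 10 µM in the primary screen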;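 also: plate controls were DMSO with enzyme for no effect and no enzyme wells for full effect; values of inactives mirror those of a sister screen read the other way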
# Apaf-1 inh: human Apaf-1 inhibition; actives 0.71% (n = 330,000); inhibition, % at 20 µM; AID 489030; reconstituted apoptosome caspase-3 activity, DEVD-Rh110 fluorescence; O14727; active = inhibition of at least 40% at 20 µM;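 also: plate controls were DMSO wells for no effect and DEVD-CHO caspase inhibitor wells for full effect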
# Target sequence (O14727 whole entry, looked up): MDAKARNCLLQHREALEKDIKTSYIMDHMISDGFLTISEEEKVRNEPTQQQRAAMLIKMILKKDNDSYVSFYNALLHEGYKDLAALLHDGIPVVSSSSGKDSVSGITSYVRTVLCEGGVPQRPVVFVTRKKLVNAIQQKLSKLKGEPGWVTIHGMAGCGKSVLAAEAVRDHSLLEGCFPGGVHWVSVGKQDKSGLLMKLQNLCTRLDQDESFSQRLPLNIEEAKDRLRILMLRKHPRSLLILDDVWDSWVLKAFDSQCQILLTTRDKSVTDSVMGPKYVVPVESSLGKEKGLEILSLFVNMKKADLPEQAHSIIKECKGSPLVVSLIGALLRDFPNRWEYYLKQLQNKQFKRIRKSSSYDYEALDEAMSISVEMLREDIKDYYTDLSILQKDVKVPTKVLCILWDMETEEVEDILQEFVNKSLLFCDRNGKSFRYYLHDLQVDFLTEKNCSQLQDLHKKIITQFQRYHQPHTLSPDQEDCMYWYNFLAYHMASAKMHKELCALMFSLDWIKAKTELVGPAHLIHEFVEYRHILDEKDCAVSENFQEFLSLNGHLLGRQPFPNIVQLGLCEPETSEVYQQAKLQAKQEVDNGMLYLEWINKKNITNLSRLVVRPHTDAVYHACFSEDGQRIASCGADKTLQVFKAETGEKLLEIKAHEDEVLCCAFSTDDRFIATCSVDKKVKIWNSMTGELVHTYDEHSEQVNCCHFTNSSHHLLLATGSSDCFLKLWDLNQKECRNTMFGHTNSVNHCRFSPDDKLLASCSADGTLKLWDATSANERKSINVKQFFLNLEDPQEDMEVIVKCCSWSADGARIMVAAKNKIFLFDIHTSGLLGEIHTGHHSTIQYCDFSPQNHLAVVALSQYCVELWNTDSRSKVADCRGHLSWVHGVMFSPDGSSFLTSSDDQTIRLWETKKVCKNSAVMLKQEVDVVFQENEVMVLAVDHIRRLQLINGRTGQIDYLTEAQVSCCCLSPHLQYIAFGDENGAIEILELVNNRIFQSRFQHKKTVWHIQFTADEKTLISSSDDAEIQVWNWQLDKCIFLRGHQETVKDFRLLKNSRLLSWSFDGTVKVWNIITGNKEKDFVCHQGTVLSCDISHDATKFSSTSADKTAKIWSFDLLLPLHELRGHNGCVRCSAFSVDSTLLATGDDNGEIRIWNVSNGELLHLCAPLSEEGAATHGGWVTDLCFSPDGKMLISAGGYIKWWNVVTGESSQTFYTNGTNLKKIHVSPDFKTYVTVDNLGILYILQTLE
#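 System: Apoptosome proteins | Medium: Hepes pH 7.5 with detergent and BSA | Also added: Cytochrome c trigger plus (Z-DEVD)2-Rh110 caspase-3 substrate | Incubation: 30 min compound preincubation, 50 min activation, room temperature | Detection: Rhodamine 110 fluorescence at Ex 480/Em 540 nm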
# * marks the source's active call; other numbers are inactive results. No enrichment for hits; any-hit rate near 4.5%.
SMILES,TIM10 inh,NLRP3 yeast inh,hIAP activ,tim10-1 inh,hIAP inh,mIAP act,ATG4B inhibitor,mIAP block,Apaf-1 inh
CCCCCOC(=O)C(C)Sc1n[nH]c(=O)[nH]c1=O (centres undefined),6,5,1.2,13,-20,1,-14,0,10
N#CC1(C#N)C(C(N)=O)C1c1ccccc1 (centres undefined),2,13,0.87,1,13,0.99,27,1,6
CCn1c(CSc2nc3ccccc3s2)nnc1SCC(=O)OC(C)(C)C,20,-1,1,17,-4,1.1,-11,-15,7
COCCCNc1nc(N)c([N+](=O)[O-])c(NCc2ccccc2)n1,-12,-2,1,30,-1,1,6,-3,11
N#Cc1ccc(C(=O)NNC(=O)c2cccc(S(=O)(=O)N3CCOCC3)c2)cc1,0,11,1,-11,-3,0.98,6,2,-5
CC1(C)Cc2nc(-c3ccccc3)n3cnnc3c2CO1,-17,24,0.95,0,5,1.1,-3,-7,-3
COCCN(CCOC)S(=O)(=O)c1ccc(C(=O)Nc2nc(-c3ccncc3)cs2)cc1,22,12,1.1,21,-10,0.99,-4,0,-5
CC(CNC(=O)C(C)(C)C)NC(=O)C(C)(C)C (centres undefined),1,12,1.2,6,-15,0.98,-1,2,-2
CCOC(=O)c1sc(SC)c2c1CCC/C2=N/OC,4,21,1.1,9,-11,0.96,9,4,6
CCOc1cc(CNCCCN2CCOCC2)cc(Br)c1OCc1ccccc1Cl,-14,27,1.1,-381,-9,0.85,-3,15,12
CC(C)Cc1nnc(NC(=O)c2cc([N+](=O)[O-])ccc2N2CCOCC2)s1,16,28,1.1,11,-10,1.1,5,-9,12
CCN1/C(=C/C(=S)Nc2ccccc2)Sc2ccccc21,-2,12,1.3,14,-26,0.8,-4,20,-1
N#CCCN(Cc1cccnc1)C(=O)c1sc2cc(F)ccc2c1Cl,10,2,0.98,20,2,1.1,8,-6,8
CC(C)COc1cc(=O)[nH]c(SCC(C)C)n1,45*,-40,1.1,36,-11,1.1,-8,-9,30
Cc1cccc(N2CCN(C(=O)c3ccc4c(c3)OCCO4)CC2C)c1 (centres undefined),15,6,1,33,-4,1.1,-13,-10,2
Cc1ccc(CSCCNS(=O)(=O)c2ccccc2)cc1,25,20,1,21,-3,1,2,-4,3
CC1CCN(C(=O)Cn2nnc(-c3cccs3)n2)CC1,-7,16,1,-18,-2,1,-8,-3,1
Cc1cccc(NS(=O)(=O)c2cccc(C(=O)NCc3ccccc3CN3CCOCC3)c2)c1,5,9,0.91,5,9,1,-28,-1,9
OC(COc1cccc2ccccc12)CN1CCN(c2ccccn2)CC1 (centres undefined),4,40,1.1,6,-12,0.96,-10,4,9
Cc1cc(C)c2sc(N(CCN(C)C)C(=O)CCS(=O)(=O)c3ccccc3)nc2c1,13,11,1.1,28,-10,1.1,-2,-6,53*
COc1ccc(C2c3ccc4ccccc4c3Oc3ncn(CCCN(C)C)c(=N)c32)cc1 (centres undefined),4,9,1.1,18,-12,1.1,2,-12,17
COc1cc(C2=Nc3ccc(Br)cc3C(c3ccccc3)N2CC(=O)NN)cc(OC)c1OC (centres undefined),2,11,0.98,5,2,1,-1,-4,-3
CCOC(=O)C1(CC)NC(c2ccc(OC)cc2OC)C2C(=O)N(C)C(=O)C21 (centres undefined),15,13,1,15,0,1.1,-1,-10,-3
Cc1c(C(N)=O)c(-c2ccccc2)nn1-c1ccccc1,5,7,1.1,5,-8,0.95,-3,5,-1
O=C1C2CCCN2C(c2ccc(F)c(F)c2)N1c1cccc(Cl)c1 (centres undefined),-3,-3,0.87,7,13,1,3,-3,9
O=C(Nc1ccc(F)cc1F)c1ccc2c(=O)n3c(nc2c1)CCC3,4,35,1,11,-2,0.96,-10,4,-9
O=C(O)C1Nc2c(C(F)(F)F)ccc(Cl)c2C2C=CCC12 (centres undefined),9,8,0.93,11,7,0.91,17,9,8
O=[N+]([O-])c1ccc(Cl)c(S(=O)(=O)Nc2ccc(-c3ccc(N4CCOCC4)nn3)cc2)c1,11,-1,1.1,4,-8,0.93,1,8,2
COc1ccc(NC(=O)/C=C/C(=O)O)c(OC)c1,11,21,1.2,-1,-18,1,-1,-4,-5
COc1ccccc1NC(=S)N(Cc1ccccn1)Cc1ccccc1Cl,31,6,0.9,39,10,1.1,-2,-10,-2
CCCC(C(=O)NCc1ccco1)N(C(=O)CNS(=O)(=O)c1ccccc1)c1ccccc1OC (centres undefined),1,27,1.1,19,-7,1,5,-4,4
CCCOc1ccc(/C=N/NC(=O)c2nnn(-c3nonc3N)c2-c2cccs2)cc1OC,-3,14,1.1,26,-9,0.87,3,13,-2
CCCCn1c(N)c(N(C)C(=O)c2cn(-c3ccccc3)nc2-c2ccccc2)c(=O)[nH]c1=O,7,18,1.3,-4,-25,1.1,-5,-6,-2
CCC(C)Sc1nnc(CSc2nc(C)cc(C)n2)n1C (centres undefined),-11,-6,1.1,11,-10,0.91,-7,9,-8
CC(C(=O)Nc1ccc(N2CCOCC2)cc1)N1C(=O)NC(C)(C)C1=O (centres undefined),6,9,0.98,-6,2,0.99,2,1,-13
Clc1cccc(Cl)c1/C=N/Nc1c(Cl)cncc1Cl,36,1,0.96,28,4,0.87,-2,13,5
Cc1cc(C)nc(SCC(=O)NC(=O)c2ccccc2O)n1,-3,6,1.1,-17,-12,1.1,3,-8,-1
Cc1ccc(N/N=C(\C#N)C(=O)c2ccsc2)cc1,19,43,0.89,32,11,0.95,5,4,-2
COc1ccc(CCNC(=O)c2ccc(CNS(=O)(=O)c3cccc(Cl)c3)cc2)cc1OC,-4,12,0.89,14,11,1.1,-18,-8,12
CC(C)Oc1ccccc1C1CC(=O)Nc2cc3c(cc21)OCCO3 (centres undefined),5,7,1.2,8,-19,1,3,-2,28

# Ordered by heavy-atom count (low to high): three of the compounds above
SMILES,TIM10 inh,NLRP3 yeast inh,hIAP activ,tim10-1 inh,hIAP inh,mIAP act,ATG4B inhibitor,mIAP block,Apaf-1 inh
Cc1c(C(N)=O)c(-c2ccccc2)nn1-c1ccccc1,5,7,1.1,5,-8,0.95,-3,5,-1
O=C(Nc1ccc(F)cc1F)c1ccc2c(=O)n3c(nc2c1)CCC3,4,35,1,11,-2,0.96,-10,4,-9
CCCC(C(=O)NCc1ccco1)N(C(=O)CNS(=O)(=O)c1ccccc1)c1ccccc1OC (centres undefined),1,27,1.1,19,-7,1,5,-4,4

# 3 compounds from above with just Apaf-1 inh.
SMILES	Apaf-1 inh
COc1ccc(C2c3ccc4ccccc4c3Oc3ncn(CCCN(C)C)c(=N)c32)cc1 (centres undefined)	17
COc1cc(C2=Nc3ccc(Br)cc3C(c3ccccc3)N2CC(=O)NN)cc(OC)c1OC (centres undefined)	-3
CCOC(=O)C1(CC)NC(c2ccc(OC)cc2OC)C2C(=O)N(C)C(=O)C21 (centres undefined)	-3

# The listing continues:
SMILES,TIM10 inh,NLRP3 yeast inh,hIAP activ,tim10-1 inh,hIAP inh,mIAP act,ATG4B inhibitor,mIAP block,Apaf-1 inh
COC(=O)c1cc2n(n1)CCCNC2=O,2,9,0.94,-1,6,1,-2,-5,-1
CCOc1cc(CNC)ccc1OCC(=O)NC(C)(C)C,11,0,0.97,8,3,0.95,-9,5,-4
Cc1cccc(N2C(=O)CS/C2=N\NC(=O)c2ccc(Br)cc2)c1C,-6,19,1,4,-1,0.94,-5,6,-28
Cc1ccc2oc(-c3ccccc3)c(C(=O)O)c(=O)c2c1,4,31,1.3,23,-26,0.88,-2,12,17
Nc1cc(=O)[nH]c(SC/C=C/c2ccccc2)n1,-4,4,1,9,-4,0.95,-2,5,3
O=C(Nc1ccccc1)c1nccn1Cc1ccc(F)cc1,13,-63,1,36,0,0.96,9,4,5
O=C(c1ccc(NS(=O)(=O)c2ccccc2)cc1)N1CCOCC1,-9,-12,1.2,15,-18,0.99,-9,1,4
O=C(CC(c1ccccc1)c1ccccc1)NCCOCc1ccccc1,-2,13,1.3,6,-31,0.99,9,1,10
COC(=O)c1ccc(N2CCOCC2)c(F)c1,1,17,1.1,6,-12,0.95,10,5,-10
CC(C)Oc1ccccc1C1Nc2ccccc2C(=O)N1c1ccc2c(c1)OCCO2 (centres undefined),11,-12,1.1,46*,-9,0.98,9,2,20
CSc1ccccc1C(=O)C1CCCN(C(=O)c2ccc(N3CCOCC3)cc2)C1 (centres undefined),8,-3,1.1,19,-8,0.95,13,5,6
CCCCN(C(C)=O)c1ccc(S(=O)(=O)NC2=NCCCCC2)cc1NC(C)=O,3,4,0.85,10,15,0.94,-1,6,-3
CC(C)(C)c1cc(C(=O)C[n+]2ccc(C(=O)NCCCO)cc2)cc(C(C)(C)C)c1O,-2,2,0.99,9,1,1,-4,0,-13
CC(=O)c1nn(-c2ccccc2)cc1C(=O)c1cccc(Br)c1,-7,10,1,5,-3,0.94,-4,6,-11
Cc1[nH][nH]c(=O)c1C(c1ccc(Cl)cc1)c1c(C)[nH][nH]c1=O,6,14,1.1,25,-10,0.99,9,1,5
CCOC(=O)C1(Cc2cccc(Cl)c2)CCCN(C(=O)C2CC2)C1 (centres undefined),-8,20,0.89,18,11,0.88,0,12,10
O=C(OCc1cc([N+](=O)[O-])cc2c1OCOC2)c1cccnc1SC(F)F,6,38,0.82,4,18,0.95,6,5,-6
COc1ccc(CCC(=O)N/N=C(\C)c2ccc3c(c2)OCO3)cc1,3,5,1.1,14,-8,1.1,-3,-9,9
Cc1cc(C(=O)NCc2ccccc2F)cs1,-25,12,0.94,1,6,0.99,-1,1,3

# Some of the entries above, reformatted:
# Each structure is followed by: TIM10 inh, NLRP3 yeast inh, hIAP activ, tim10-1 inh, hIAP inh, mIAP act, ATG4B inhibitor, mIAP block, Apaf-1 inh
- COc1ccc(NC(=O)/C=C/C(=O)O)c(OC)c1
→ 11, 21, 1.2, -1, -18, 1, -1, -4, -5
- O=C(Nc1ccc(F)cc1F)c1ccc2c(=O)n3c(nc2c1)CCC3
→ 4, 35, 1, 11, -2, 0.96, -10, 4, -9
